SIAE primary = blocks human sialic acid acetylesterase | inhibition, % at 9.66 µM | AID 1053197 | SIAE FP-Rh probe binding, fluorescence polarization | 370,000 tested, 0.69% active | Q9HAT2;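 active means inhibition above a cutoff: mean of compounds within the control limits plus 3 SD of those, cut at about 17% in these data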;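 further: 0% = plate median of compound wells and 100% = probe without SIAE protein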
PG9 Ab binder = binds the HIV-1 gp120 antibody PG9 | TR-FRET gp120-PG9 antibody binding | inhibition, % at 6.7 µM | 360,000 tested, 0.43% active | AID 624416; in the data active means inhibition above about 8.5%
LEDGF integ inh = blocks HIV-1 LEDGF/p75-dependent DNA integration; AID 743269; TR-FRET IN-LEDGF/p75 DNA integration, Eu/Cy5; 370,000 tested, 0.64% active; inhibition, % at 3.7 µM;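 active means inhibition above the screen-wide mean plus 3 SD, cut at about 13% in these data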;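 further: signal is the Cy5 over europium emission ratio at 671 and 618 nm; 0% = plate median of compound wells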
PRMT1 inh = PRMT1 (human) inhibition, primary screen; Q99873; recombinant PRMT1, activity-based probe fluorescence polarization; inhibition, % at 2.79 µM; 370,000 tested, 1.3% active; AID 652257;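 active means inhibition above about 21% made by adding two undisclosed values, limit read from the data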
Target sequence (Q99873 whole entry, looked up): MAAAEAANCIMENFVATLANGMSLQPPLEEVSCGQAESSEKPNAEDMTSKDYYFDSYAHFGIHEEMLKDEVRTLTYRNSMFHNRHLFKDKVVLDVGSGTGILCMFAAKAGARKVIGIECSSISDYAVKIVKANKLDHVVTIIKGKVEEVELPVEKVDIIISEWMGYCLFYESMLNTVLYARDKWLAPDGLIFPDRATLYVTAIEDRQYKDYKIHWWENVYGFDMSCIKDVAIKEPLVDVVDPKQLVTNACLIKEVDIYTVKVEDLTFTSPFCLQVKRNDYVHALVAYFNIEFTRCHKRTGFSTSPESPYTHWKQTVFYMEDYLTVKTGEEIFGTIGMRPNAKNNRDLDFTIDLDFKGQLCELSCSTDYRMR
ABHD4 inh = ABHD4 (mouse) inhibition, primary FP screen; AID 720543; 370,000 tested, 0.54% active; purified mABHD4, FP-Rh probe fluorescence polarization; Q8VD66; inhibition, % at 8.92 µM;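 active means inhibition exceeding the mean over every tested compound plus 3 SD, cut at about 30% in these data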;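 further: 0% = plate median of compound wells and 100% = S159A mutant with DMSO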
Target sequence (Q8VD66 whole entry, looked up): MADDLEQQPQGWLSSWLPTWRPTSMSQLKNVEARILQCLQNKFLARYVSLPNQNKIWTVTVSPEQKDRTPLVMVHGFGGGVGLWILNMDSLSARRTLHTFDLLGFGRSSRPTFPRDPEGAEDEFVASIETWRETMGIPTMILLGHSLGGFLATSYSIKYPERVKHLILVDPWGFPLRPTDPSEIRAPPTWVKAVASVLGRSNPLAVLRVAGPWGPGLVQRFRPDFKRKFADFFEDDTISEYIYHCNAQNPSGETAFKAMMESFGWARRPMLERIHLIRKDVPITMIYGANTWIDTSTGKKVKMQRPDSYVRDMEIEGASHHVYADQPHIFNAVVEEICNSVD
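Test system: mABHD4 protein | Buffer or medium: HEPES pH 7.0 buffer, 150 mM NaCl, 0.01% Pluronic F-127 | Probe or stimulus: FP-Rh fluorescent activity-based probe, added after compound pre-incubation | Timing: Pre-incubation 45 min, probe exposure 60 min, at 25 °C | Technique: Fluorescence polarization, excitation 525 nm, emission 598 nm, BODIPY TMR filters | Repeats: Single well per compound (singlicate)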
NR1D1 modulator = Rev-erb alpha (human) modulation; P20393; Rev-erbα–FITC-DNA binding, fluorescence polarization, 90 min; activity, % at 10 µM; 370,000 tested, 0.79% active; AID 1259318;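 active means activity above about 14%, limit read from the data; passing the limit was not always enough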;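 further: 0% = DMSO wells with 35 nM protein and 100% = DMSO wells with 750 nM protein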
TDP2 inh = TDP2 (human) inhibition, absorbance primary screen; recombinant TDP2, T5PNP hydrolysis, p-nitrophenol absorbance 415 nm; inhibition, % at 12.8 µM; 370,000 tested, 0.34% active; AID 720702;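 active means inhibition above the mean of all tested compounds plus 3 SD, set per campaign, cut at about 25% in these data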;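 further: 0% = DMSO with enzyme and 100% = buffer with substrate but no TDP2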
Target sequence (O95551 whole entry, looked up): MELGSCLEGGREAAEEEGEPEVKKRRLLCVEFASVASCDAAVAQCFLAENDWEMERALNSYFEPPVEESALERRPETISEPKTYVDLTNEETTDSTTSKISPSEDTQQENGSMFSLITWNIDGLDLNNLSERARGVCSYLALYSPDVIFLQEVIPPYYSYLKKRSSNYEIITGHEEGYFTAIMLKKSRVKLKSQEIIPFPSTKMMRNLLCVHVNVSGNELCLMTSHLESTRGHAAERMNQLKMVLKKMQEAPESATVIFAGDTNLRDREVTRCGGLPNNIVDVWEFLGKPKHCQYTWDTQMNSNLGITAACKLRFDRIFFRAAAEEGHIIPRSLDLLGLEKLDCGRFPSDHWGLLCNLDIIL
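Incubation: 2 h at 37 °C; Test system: recombinant human TDP2; Quantity: enzyme 120 nM; Read-out basis: percent inhibition; Medium: 50 mM Tris-HCl pH 7.5 with Mg2+, KCl, DTT, BSA; Repeats: single replicate; Compound: 12.8 µM single point, 1% DMSO; Signal: epi absorbance; Reagent: 5 mM T5PNP chromogenic substrate; Benchmarks: no-enzyme high, DMSO-plus-enzyme low.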
HTRA1 inhibitor = inhibitors of human serine peptidase HTRA1; AID 504803; inhibition, % at 5.96 µM; Q92743; 340,000 tested, 0.5% active; recombinant HTRA1, FP-rhodamine activity-based probe, fluorescence polarization; in the data active means inhibition above about 36%;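 further: 0% = enzyme with DMSO and 100% = wells lacking enzyme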
TCR CD3 inh = blocks the human TCR-CD3 interaction; TAMRA-labeled TCR probe fluorescence, biochemical; 360,000 tested, 0.37% active; inhibition, % at 9.4 µM; in the data active means inhibition above about 19%;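 further: recombinant mutant TCR 2C K166C tagged with TAMRA read by polarization; 0% = receptor in buffer alone and 100% = receptor with positive control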
rCAG RNA binder = r(CAG) repeat RNA binding; 370,000 tested, 1.3% active; inhibition, % at 3 µM; TO-PRO-1 dye displacement fluorescence;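 active means inhibition above the plate cutoff, the mean of all test compounds on that plate plus 3 SD, cut at about 35% in these data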;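 further: 0% = DMSO alone and 100% = 100 µM mitoxantrone as full dye displacement; higher means more dye released from RNA so lower well fluorescence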
An asterisk follows results filed as active; . = not tested or not shown; & = joins results of further samples.

structure	TDP2 inh	SIAE primary	rCAG RNA binder	PG9 Ab binder	LEDGF integ inh	ABHD4 inh	NR1D1 modulator	HTRA1 inhibitor	PRMT1 inh	TCR CD3 inh
CC(C)Cc1nc(N2CCN(C(=O)C(C)C)CC2)c(C#N)c2c1CCC2	-10	2	-8	-0.4	2	1	-4	-14	1	3
Cc1sc2ncn(CC(=O)NCC(=O)N(C)C3CCCCC3)c(=O)c2c1C	-7	1	0	-0.9	1	-2	-3	12	1	-1
CC(=O)Nc1ccccc1NC(=O)c1ccccc1-c1ccccc1	2	-1	-2	-1.8	5	4	-7	0	-1	-6
CNC(=O)C12CC3CC(CC(Cl)(C3)C1)C2	-4	-4	3	-1.2	-4	-4	0	-2	-1	10
COc1cccc(/C=C/C(=O)OCC(=O)N2c3ccccc3NC(=O)C2(C)C)c1	5	-4	-1	0.9	-2	-3	11	-2	-2	7
COc1cccc(C2=CC(=O)CCC2)c1OC	-1	1	-5	-1.1	0	-1	-9	3	0	4
CN1C(=O)c2ccc(NC(=O)c3ccc(Cl)cc3Cl)cc2C1=O	19	-4	2	3.3	-3	6	0	0	-1	4
O=C(O)CC/C(=N/NC(=O)c1ccc(-c2ccccc2)cc1)c1ccccc1	-13	-5	4	-3.1	-3	-15	-2	-8	5	-1
Cc1ccccc1-n1nc(C)c2cc(C(=O)N3CCN(S(=O)(=O)c4ccc(F)cc4)CC3)sc21	-3	-3	2	1.0	-3	5	-1	5	2	-6
CCOc1ccccc1-n1c(SCC(=O)N2CCCC2)nnc1-c1ccc(O)cc1	3	0	-7	0.0	0	2	1	7	-1	-4
CC(=O)NC(CC(=O)N(C)Cc1c(F)cccc1Cl)c1ccccc1 (stereo not given)	7	16	-4	-1.4	1	2	-6	2	1	-2
COCCNC(=O)C(c1ccc(C)cc1)N(C(=O)CCC(=O)Nc1ccccn1)c1ccc(F)cc1 (stereo not given)	-6	3	-8	0.6	-1	2	-1	3	-2	2
O=C(Cn1cnc2ccccc2c1=O)N1CCc2ccccc2C1	5	-8	-2	-1.2	4	2	-1	2	1	6
CCc1ccccc1NC(=O)[C@@H]1CCC(=O)N1C1OC(=O)c2ccccc21 (stereo not given in full)	-13	-6	1	-0.3	-1	-14	-3	-2	4	-4
Cc1cc(NC(=O)Nc2ccc3c(ccn3C)c2)sn1	11	3	8	-1.6	2	10	1	15	-3	-5
C#Cc1ccc(CN2CCC(C(=O)Nc3ccc(Oc4ccccc4)nc3)CC2)cc1	-21	-8	-3	-6.3	-1	4	0	-13	0	10
CN(C)c1ccc(-n2cccc2)cc1	16	9	8	-0.2	2	8	3	10	-1	8
CC(NC(=O)C1=CC=CN2CCS(=O)(=O)N=C12)c1ccc(Cl)cc1Cl (stereo not given)	-10	5	1	0.2	-4	1	-6	11	0	-3
Cc1ccccc1C(=O)NNC(=O)CCC(=O)Nc1cccc(Cl)c1C	0	4	-1	0.0	2	-5	-2	1	-1	10
COc1cc(OC)cc(-n2c3nc4ccccc4nc3c3c(=O)n(CC4CCCO4)cnc32)c1 (stereo not given)	1	3	-1	2.6	-1	-7	300*	.	1	-6
O=C(/C=C/c1ccc([N+](=O)[O-])cc1)NCc1cccnc1	0	1	1	-1.7	1	0	0	-2	-1	9
C=C(C)CN1CCN(S(=O)(=O)c2ccc(C)c(N(C)S(=O)(=O)c3ccc(C)cc3)c2C)CC1	-12	-5	6	0.2	-3	2	7	-22	1	2
CCCCNC(=O)c1cc2c(=O)n3cccc(C)c3nc2n(Cc2ccncc2)c1=N	-2	6	-4	-1.0	2	-3	3	8	-2	-1
COc1ccc(/C=N/NC(=O)c2cccnc2)cc1CN1CCCc2ccccc21	3	22*	7	-2.4	-7	17	4	6	3	-4
CCN(C(=O)COC(=O)c1n[nH]c2ccccc12)C1CCS(=O)(=O)C1 (stereo not given)	-3	7	3	-2.0	-1	3	1	0	-1	4
COc1ccc(NC(=O)C2=C(C)NC(=O)NC2c2cccs2)c(OC)c1 (stereo not given)	-9	0	-3	-0.2	-1	1	-4	-2	-6	-2
CCOc1ccccc1OCCCC(=O)N1CCN(S(=O)(=O)c2ccc(Cl)cc2)CC1	9	6	1	-0.3	-6	5	1	1	0	-7
COc1ccccc1-c1c(-c2ccc(O)cc2O)n[nH]c1C(F)(F)F	-12	4	2	1.1	-3	-6	4	-7	1	-1
CC(C)(C)NC(=O)Cn1nnc(-c2ccc(OCc3c(F)cccc3Cl)cc2)n1	4	-4	0	-1.9	2	-26	0	-34	-2	5
O=C1C(Cc2ccccc2)Nc2ncnc(N3CCOCC3)c2N1Cc1ccc(Cl)cc1 (stereo not given)	3&-2	-1&-3	1&8	-2.2&0.2	0&-1	4&-4	-2&-6	-1	-1&7	-4&1
CC1(C(=O)Nc2cccc(C(F)(F)F)c2)Cc2c(-c3cccc(C(N)=O)c3)ccnc2O1 (stereo not given)	8	-4	2	2.3	0	-6	-8	.	-1	-7
Cc1cc(S(=O)(=O)NCc2ccco2)c(C)s1	-5	3	2	-0.5	-5	-11	-2	7	4	7
Nc1nc(-c2cccnc2)nn1S(=O)(=O)c1ccccc1	-10	-3	1	1.4	-1	0	4	4	2	6
COc1ccc(NC(=O)CN2CCN(c3ccccc3)CC2)cc1	-12	-1	0	-1.4	3	2	-3	-4	0	2
CCC(=O)N1CCc2cc(S(=O)(=O)N3CCc4ccccc4C3)ccc21	-8	1	-1	2.0	-2	-2	10	0	-1	-1
Cc1ccc(NC(=O)C(C)Sc2nc(-c3ccccc3)cc(=O)[nH]2)cc1 (stereo not given)	-12	0	12	0.3	2	-1	8	-2	-2	5
Cc1nnc(C)c2c(C)n(-c3ccc(Cl)c(N)c3)c(C)c12	2	5	7	-0.5	3	7	0	19	-4	1
O=C(Cc1ccc(Cl)c(Cl)c1)Nc1ccccc1N1CCOCC1	-5	7	1	-2.0	-4	-7	-1	-15	0	1
Cc1ccc(C(C#N)N2CCOCC2)cc1 (stereo not given)	4	0	-2	0.6	-1	0	2	3	0	5
COc1ccc(C2CC2/C(=N/OC(=O)c2cccs2)c2ccccc2)cc1 (stereo not given)	3	4	3	-1.4	1	-6	1	-33	0	0
O=C(CSc1oc(-c2ccc(F)cc2)nc1S(=O)(=O)c1ccccc1)NCC1CCCO1 (stereo not given)	5	-4	1	-1.1	-1	-1	-4	5	0	-1
Cc1c(N2C(=O)/C(=C3\C(=O)N(CC(=O)O)c4ccccc43)SC2=S)c(=O)n(-c2ccccc2)n1C	6	9	18	-11	0	1	-5	-1	8	5
CC1=C(C(=O)Nc2ccc(C(=O)NCCCN3CCCCC3C)cc2)SCCO1 (stereo not given)	-17	6	7	-0.7	-4	-5	2	5	4	-2
Cc1[nH]nc2c1C(c1ccc(Br)cc1)N(c1ccccc1)C2=O (stereo not given)	-1	-6	3	1.4	-1	-10	2	.	3	0
CNc1cccc(-c2cc(OC)c(OC)c(OC)c2)n1	0	1	0	1.3	1	0	-4	.	0	2
Cc1cccc(NC(=O)CSCc2cc(=O)n3c(C)csc3n2)c1C	17	3	-2	-0.9	3	-4	-6	9	1	4
O=[n+]1cc(-c2ccccc2)n([O-])c2c1CCC2	9	1	1	-3.5	0	1	-3	5	-2	5
NC(=O)c1ccc[n+](CC(=O)c2ccc(Cl)c(Cl)c2)c1	8	0	2	-0.8	-1	5	-2	6	8	-3
COc1ccc(C2=NN(CCC(=O)NCC3CCCO3)C(=O)CC2)cc1 (stereo not given)	6	3	-5	-1.6	-3	-3	-7	7	-4	4
CN(C(=O)C1Cc2c(-c3ccc(Cl)cc3)ccnc2O1)c1ccccc1 (stereo not given)	2	3	0	0.7	1	-10	-1	.	2	-3
C[C@H](CO)N1C[C@H](C)[C@@H](CN(C)C(=O)Nc2ccccc2F)Oc2cc(Br)ccc2S1(=O)=O	4	5	3	-1.3	2	6	0	4	-3	6
CCOc1ccc(S(=O)(=O)N2CCN(C(=O)c3sccc3C)CC2)cc1	-2	-2	-2	-0.6	0	8	5	1	0	4
CCN1C(=O)c2cccc3c(S(=O)(=O)NCc4ccccc4)ccc1c23	4	-4	2	-0.4	2	-6	2	-5	-3	0
Cn1c(-c2ccc(=O)[nH]c2)nc2ccccc21	8	10	2	-0.2	1	0	8	.	-3	4
O=C(COC(=O)Cc1ccc(Cl)cc1)NC1CCCC1	4	2	3	-1.3	-3	-2	-4	0	0	4
CCOc1ccc2oc(C(=O)OCC(=O)N(CC(C)C)c3c(N)n(Cc4ccccc4)c(=O)[nH]c3=O)c(C)c2c1	18	-11	16	-1.2	-2	-22	-2	-44	1	-5
CCOc1cc([C@@H]2C[C@H]3CN(c4ccccc4)C(=O)[C@]34CCCN24)ccc1OC	6	1	-3	0.4	1	-5	3	-2	6	-6
Cc1ccc2[nH]cc(CCNC(=O)C3CCCCC3)c2c1	8	3	11	-1.6	6	4	-4	3	-7	3
COc1ccc(/C=N/NC2=NS(=O)(=O)c3ccccc32)cc1OC(C)=O	-1	3	4	-0.2	4	2	0	1	-1	5
CC(C)Oc1ccc(C(=O)NCc2cccnc2)cc1	3	-2	1	0.1	-1	6	1	5	1	5

Two records drawn at random from those above, as already listed:
structure	TDP2 inh	SIAE primary	rCAG RNA binder	PG9 Ab binder	LEDGF integ inh	ABHD4 inh	NR1D1 modulator	HTRA1 inhibitor	PRMT1 inh	TCR CD3 inh
CCOc1cc([C@@H]2C[C@H]3CN(c4ccccc4)C(=O)[C@]34CCCN24)ccc1OC	6	1	-3	0.4	1	-5	3	-2	6	-6
C[C@H](CO)N1C[C@H](C)[C@@H](CN(C)C(=O)Nc2ccccc2F)Oc2cc(Br)ccc2S1(=O)=O	4	5	3	-1.3	2	6	0	4	-3	6

Next section.
structure	TDP2 inh	SIAE primary	rCAG RNA binder	PG9 Ab binder	LEDGF integ inh	ABHD4 inh	NR1D1 modulator	HTRA1 inhibitor	PRMT1 inh	TCR CD3 inh
COc1ccc(NC(=O)CN2CCC(C(=O)c3ccc(F)cc3)CC2)c(OC)c1	3	3	-5	0.6	0	7	-1	-3	-2	4
COc1cccc(CCc2nnc(CCC(=O)N(C)C3CC(C)(C)NC(C)(C)C3)o2)c1	0	-8	1	-1.7	2	-2	-4	-1	-2	1
O=C(Cn1cnc2ccccc21)N/N=C/c1ccccn1	-1	2	0	-3.9	3	2	4	-7	-1	0
COC(=O)[C@H]1C[C@H](OC(=O)NCC2CCCCC2)[C@@]2(O)CN(S(=O)(=O)c3ccc(C)cc3)CC2[C@H]1C(=O)OC (stereo not given in full)	-7	-9	2	0.2	0	-12	6	-5	10	-2
CCn1c(SCc2ccc(C#N)cc2)nnc1-c1ccc(S(=O)(=O)N2CCCCC2)cc1	-4	0	-5	-2.4	-1	1	-7	-1	-5	3

Source: PubChem BioAssay

An excerpt; count on the stated rates, not on these rows.
